Compound activity as filed in PubChem BioAssay.
TexasRed autofl = compounds fluorescent in Texas Red spectral region; max dye-equivalent concentration, M; actives 0.06% (n = 59,000); AID 587; Compound fluorescence, Texas Red channel, 547/618 nm; hits give high values; in the data active = max dye-equivalent concentration above about 10 nM; inconclusive = between about 1.1 nM and that limit
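Fluorescence at ex 547/em 618 nm, normalized against an on-plate Texas Red standard series to give dye-equivalent concentration per compound concentration. Buffer 100 mM Tris, pH 8.0; 15 min RT incubation before CCD imaging.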
Rhodamine fluor = rhodamine region autofluorescence; Rhodamine-region fluorescence, 547/598 nm, Tris buffer; hits give high values; max dye-equivalent concentration, M; actives 0.05% (n = 59,000); AID 594; in the data active = max dye-equivalent concentration above about 11 nM; inconclusive = between about 1.1 nM and that limit
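Compounds in 100 mM Tris buffer, pH 8.0, were incubated 15 min at room temperature, then read at 547 nm excitation and 598 nm emission. Fluorescence was normalized against a per-plate six-point rhodamine standard curve as dye-equivalent concentration.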
HEK293 cAMP ctrl = parental HEK293 cAMP activation (counter-screen) | AID 938 | parental HEK293 CNG cAMP sensor, membrane potential fluorescence | Potency, µM (titrated, usually from 57.1 µM), inactives show at the highest dose activation, most hits filed as activators | actives 2.5% (n = 73,000); also: potency is read from the fitted curve at half-maximal effect; % of control where 0% means no effect; nearly all actives have a fitted effect of over 55% in size
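Counterscreen for endogenous-receptor signalling: CNG-channel HEK 293 cells report cAMP rise by membrane depolarization. After 60 min dye equilibration with 100 uM RO 20-1724, compounds incubated 30 min before bottom-read fluorescence at 590 nm.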
ERK AVP block = vasopressin-driven ERK pathway inhibition; HEK293-V1b, vasopressin-stimulated pERK AlphaScreen; Potency, µM (titrated, usually from 57.5 µM), for inactives: at the highest dose activity, negative = inhibition, hits mostly inhibitors; actives 0.99% (n = 72,000); AID 995; also: potency is read from the fitted curve at half-maximal effect; % is scaled to controls: 0 for no effect and ±100 for the full control effect; nearly all actives have a fitted effect of over 55% in size
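qHTS, compounds titrated on V1b-expressing HEK293 cells. Preincubation 30 min at 37C, vasopressin 25 nM for 5 min, lysis 10 min, bead incubation 5 hr at room temperature.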
Casp1 inh = allosteric or competitive inhibitors of human caspase-1; P29466; Caspase-1 enzyme, Ac-WEHD-AFC fluorogenic rate; Potency, µM (doses to about 57.5 µM), for the others: at the top dose activity change, negative = inhibition, hits mostly inhibitors; actives 0.03% (n = 75,000); AID 900;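 also: potency is read from the fitted curve at half-maximal effect; plate controls were vehicle for no effect and no substrate for full effect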
Target sequence (P29466 120-297 limits assumed): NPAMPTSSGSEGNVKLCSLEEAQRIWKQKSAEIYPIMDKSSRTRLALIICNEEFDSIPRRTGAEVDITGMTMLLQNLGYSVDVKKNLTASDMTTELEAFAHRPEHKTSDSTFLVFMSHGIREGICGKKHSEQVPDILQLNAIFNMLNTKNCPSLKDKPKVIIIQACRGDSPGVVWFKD
Target sequence (P29466 317-404 limits assumed): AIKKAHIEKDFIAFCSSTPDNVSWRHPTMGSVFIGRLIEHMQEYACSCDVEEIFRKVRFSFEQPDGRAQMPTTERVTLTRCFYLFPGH
Fluorescein fluor = compound fluoresces in the fluorescein spectral region; Compound autofluorescence, 480/540 nm, fluorescein-equivalent; hits give high values; max fluorescein-equivalent concentration, M; actives 0.91% (n = 59,000); AID 593; in the data active = max fluorescein-equivalent concentration above about 10 nM; inconclusive = between about 1.1 nM and that limit
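Fluorescein stocks ranging 3 mM down to 300 nM, plus DMSO blanks, were pinned alongside compounds to build a per-plate standard curve. Buffer: 100 mM Tris, pH 8.0. Incubation 15 min, room temperature; filters 480/540 nm.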
Caspase-7 inhib = caspase-7 (human) inhibition, allosteric or competitive | Potency, µM (titrated, usually from 57.5 µM), inactives show at the top dose activity change, negative = inhibition, most hits filed as inhibitors | AID 889 | actives 0.02% (n = 75,000) | P55210 | recombinant caspase-7, Ac-DEVD-AFC fluorescence rate; active = well fitted inhibition curve with a large enough effect in the main read-out, with a control signal flat, not every such curve was filed as active; inconclusive = small, poorly fitted or top-dose-only effect, or a change in a side signal; also: potency is read from the fitted curve at half-maximal effect; % of control where 0% means no effect
HADH2 inh = inhibitors of human HADH2 dehydrogenase. Potency, µM (highest dose often 57.1 µM), without a hit: at the highest dose activity change, negative = inhibition, hits mostly inhibitors. actives 3.4% (n = 73,000). recombinant HADH2, NADH fluorescence, beta-hydroxybutyryl-CoA. AID 886; also: potency is read from the fitted curve at half-maximal effect; % is scaled to controls: 0 for no effect and ±100 for the full control effect; nearly all actives have a fitted effect of over 60% in size; many of its hits are not listed in these tables
Target sequence (Q99714 whole entry, looked up, one chain of several): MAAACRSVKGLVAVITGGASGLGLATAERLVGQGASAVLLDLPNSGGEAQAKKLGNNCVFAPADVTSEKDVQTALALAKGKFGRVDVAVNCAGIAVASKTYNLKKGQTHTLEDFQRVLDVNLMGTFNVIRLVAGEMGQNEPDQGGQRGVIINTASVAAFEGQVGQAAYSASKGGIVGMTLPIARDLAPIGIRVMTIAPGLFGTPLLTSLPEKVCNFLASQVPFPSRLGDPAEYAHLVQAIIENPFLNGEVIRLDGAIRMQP
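20 nM HADH2 + cpd, 15 min RT; add 1 mM NAD+/90 uM beta-hydroxybutyryl-CoA; kinetic fluorescence 360/450 nm, 4 min. Tris-HCl pH 9.0, 0.01% Tween-20.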
Tau fil binding = binders of human tau filaments; recombinant tau filaments, thioflavin S fluorescence, 15 h; filaments grown with octadecylsulfate alongside compound; Potency, µM (highest dose often 57.1 µM), for the others: at the top dose activity change, negative = inhibition; actives 2% (n = 71,000); AID 596;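 also: potency is read from the fitted curve at half-maximal effect; % is scaled to controls: 0 for no effect and ±100 for the full control effect; actives lower thioflavin S fluorescence by blocking filaments or displacing dye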
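His-tagged recombinant human tau (exons 2, 3 and 10 included), 1 uM, was induced to fibrillize by 30 uM sodium octadecylsulfate with compound present. After 15 h at 37 C, thioflavine S fluorescence (ex 450, em 510 nm) was read.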
USP2a inhib = blocks human ubiquitin-specific protease USP2a | O75604 | USP2a enzymatic assay, qHTS inhibition | Potency, µM (top dose mostly 38.3 µM), for inactives: at the highest dose activity change, negative = inhibition, most hits filed as inhibitors | actives 0.1% (n = 60,000) | AID 927;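 also: potency is read from the fitted curve at half-maximal effect; nearly all actives have a fitted effect of over 60% in size; plate controls were DMSO for no effect and NEM full inhibition control for full effect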
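Inhibition is measured in a cell-free coupled assay with 20 nM USP2 core, 20 nM Ub-PLA2 and 20 uM NBD C6-HPC, 2.5 h incubation. Activity normalized to NEM control.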
FLuc inh = firefly luciferase inhibition; P08659; purified firefly luciferase, luminescence, 8 min; Potency, µM (titrated, usually from 57.1 µM), without a hit: at the top dose activity change, negative = inhibition, hits mostly inhibitors; actives 2.2% (n = 72,000); AID 411; also: potency is read from the fitted curve at half-maximal effect; % is scaled to controls: 0 for no effect and ±100 for the full control effect; nearly all actives have a fitted effect of over 40% in size
Target sequence (P08659 whole entry, looked up): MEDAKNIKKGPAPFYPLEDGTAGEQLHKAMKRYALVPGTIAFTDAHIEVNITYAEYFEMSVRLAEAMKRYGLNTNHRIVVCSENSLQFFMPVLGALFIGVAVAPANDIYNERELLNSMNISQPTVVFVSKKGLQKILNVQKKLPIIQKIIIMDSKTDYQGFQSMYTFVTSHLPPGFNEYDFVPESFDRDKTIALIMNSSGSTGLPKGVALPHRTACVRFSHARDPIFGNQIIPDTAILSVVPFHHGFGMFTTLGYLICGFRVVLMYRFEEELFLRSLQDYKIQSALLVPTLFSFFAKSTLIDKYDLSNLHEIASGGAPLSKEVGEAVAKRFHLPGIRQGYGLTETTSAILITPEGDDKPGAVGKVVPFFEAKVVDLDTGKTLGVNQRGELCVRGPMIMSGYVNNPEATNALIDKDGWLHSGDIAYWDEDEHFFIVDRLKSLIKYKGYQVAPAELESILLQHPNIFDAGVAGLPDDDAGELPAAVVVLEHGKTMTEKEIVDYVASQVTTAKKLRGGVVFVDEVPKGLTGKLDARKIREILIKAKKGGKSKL
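Compounds were tested as concentration series (qHTS) against purified P. pyralis luciferase with luciferin and 10 uM ATP in 50 mM imidazole pH 7.2, 50 mM KCl, 7 mM MgCl2, 0.01% Tween 20, 0.05% BSA. Luminescence was read after 8 min at ambient temperature.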
* marks the source's active call; other numbers are inactive results; i = inactive; ? = inconclusive; . = not tested or not shown; [ ] = remark or other dose. Unless noted, calls follow the shape of the dose curve; as a rule, active = well fitted curve in the direction sought with a large enough effect; inconclusive = small, poorly fitted or top-dose-only effect, or another doubt; inactive = no such curve, though single readings can be large; an effect the other way counts as inactive or inconclusive.

SMILES	TexasRed autofl	Rhodamine fluor	HEK293 cAMP ctrl	ERK AVP block	Casp1 inh	Fluorescein fluor	Caspase-7 inhib	HADH2 inh	Tau fil binding	USP2a inhib	FLuc inh
O=C(NCCN1CCCC1)C1COc2ccccc2O1 (configuration not stated)	?	i	4%	2%	1%	i	-1%	6%	-14%	1%	0%
CCOCCCNS(=O)(=O)c1ccc2c(c1)CCN2C(=O)CC	i	i	6%	30%[activator]	0%	i	0%	8%	0%	5%	2%
C=CCNc1sc(C(=O)C(C)(C)C)c(N)c1C#N	?	i	4%	-20%	-2%	?	0%	-26%	-9%	-3%	0%
COc1ccccc1-c1cn(S(=O)(=O)c2ccc(F)cc2)nc1N	i	i	?	48%[activator]	-3%	i	-4%	2%	-15%	2%	2%
CCSc1nnc(NC(=O)c2csc3c2CCC(C)C3)s1 (configuration not stated)	i	i	7%	-11%	0%	i	-1%	-7%	29%	6%	2%
Cn1nnnc1SCC(=O)N1CCN(C(c2ccccc2)c2ccccc2)CC1	i	i	16%	2%	0%	i	-2%	-6%	-5%	13%	2%
COc1cc(O)c(NC(C)=O)c2nonc12	.	.	-1%	-10%	-3%	.	-3%	?	-10%	16%	3%
O/N=C(\c1ccc(Cl)cc1)c1cc2ccccc2o1	.	.	26%	-4%	-3%	.	-6%	-7%	32%	-7%	-4%
CC1(C)CC(CCC(=O)Nc2ccccc2Cl)C(=O)O1 (configuration not stated)	i	i	5%	-15%	1%	i	0%	-4%	13%	-3%	2%
COc1ccc(-c2nn(CCC(=O)O)cc2CCC(=O)O)cc1	i	i	1%	0%	0%	i	8%	-10%	5%	-6%	-5%
C[C@]12CC[C@@H]3c4ccc(O)cc4CC[C@H]3[C@@H]1CC[C@@H]2O	.	.	?	-34%	0%	.	2%	?	-16%	0%	.
O=c1cc(N=Nc2ccc(O)cc2)[nH]c(=O)[nH]1	i	i	23%[11.4 µM]	-16%[11.5 µM]	-1%[11.5 µM]	?	-1%[11.5 µM]	-13%[11.4 µM]	-3%[11.4 µM]	.	-16%[11.4 µM]
CCOC(=O)Nc1oc2ccccc2c(=O)c1CN1CCOCC1	i	i	9%	2%	-3%	i	1%	-22%	62%	28%	1%
O=c1[nH]c(SCc2cccc(Cl)c2)nc2c1CCCC2	?	i	?	8%	-1%	i	-3%	1%	10%	4%	4%
CN1C(=S)SC(C)(C)C1/[N+]([O-])=C/c1cccnc1 (configuration not stated)	i	i	3%	8%	0%	?	-1%	-12%	-19%	5%	1%
Cc1cc(NC(=O)c2ccccc2NS(=O)(=O)c2c(C)c(C)cc(C)c2C)no1	i	i	32µM*	10%	-2%	i	-2%	32µM*	188%	12%	4%
CCOC(=O)N1CCN(C(=O)Cc2cccs2)CC1	.	.	0%	-3%	-2%	.	0%	-26%	-5%	2%	1%
Brc1ccccc1CN1CCC(N2CCCCC2)CC1	.	.	?	2%	-5%	.	-3%	3%	11%	-2%	0%
Cc1cnc(NC(=O)CSc2nnc(-c3cccs3)n2C)s1	i	i	3%	9%	-1%	i	-1%	-13%	1%	-2%	3%
Cc1cc(C)n2nc(C(=O)Nc3cccnc3)nc2n1	i	i	6%	-14%	0%	?	-1%	0%	-4%	-4%	0%
CC(=O)N1CC=CC1(CC(C)C)C(=O)NCc1ccc(C)o1 (configuration not stated)	.	.	13%	2%	0%	.	-3%	-5%	-5%	.	.
Cc1ccc(C(=O)N2CCN(c3ccccc3)CC2)cc1C	.	.	25µM*	52%	-8%	.	-3%	4%	-14%	2%	-2%
Cc1cc(C)c(C#N)c(=N)o1	i	i	3%	10%	1%	i	-2%	3.2µM*	6%	-3%	0%
O=S(=O)(Nc1ccc(N2CCOCC2)cc1)c1cccs1	i	i	-1%	-10%	-1%	i	0%	-3%	16µM*	-4%	0%
CS(=O)(=O)N(CC(=O)Nc1ccc2c(c1)OCCO2)c1ccc2c(c1)OCO2	?	i	1%	-1%	-1%	?	1%	3%	-3%	0%	0%

4 of the entries above in order of the FLuc inh value, lowest first.
SMILES	ERK AVP block	Casp1 inh	Fluorescein fluor	Caspase-7 inhib	HADH2 inh	Tau fil binding	FLuc inh
Cc1cc(C)c(C#N)c(=N)o1	10%	1%	i	-2%	3.2µM*	6%	0%
CC1(C)CC(CCC(=O)Nc2ccccc2Cl)C(=O)O1 (configuration not stated)	-15%	1%	i	0%	-4%	13%	2%
Cc1cnc(NC(=O)CSc2nnc(-c3cccs3)n2C)s1	9%	-1%	i	-1%	-13%	1%	3%
Cc1cc(NC(=O)c2ccccc2NS(=O)(=O)c2c(C)c(C)cc(C)c2C)no1	10%	-2%	i	-2%	32µM*	188%	4%

Looked up above.
Under Caspase-7 inhib, Cc1cc(C)n2nc(C(=O)Nc3cccnc3)nc2n1 reads -1%
Under USP2a inhib, O=S(=O)(Nc1ccc(N2CCOCC2)cc1)c1cccs1 reads -4%

Remaining list, next part.
SMILES	TexasRed autofl	Rhodamine fluor	HEK293 cAMP ctrl	ERK AVP block	Casp1 inh	Fluorescein fluor	Caspase-7 inhib	HADH2 inh	Tau fil binding	USP2a inhib	FLuc inh
COc1cccc(NC(=O)Nc2nnc(N3CCCCC3C)s2)c1 (configuration not stated)	.	.	-2%	0%	-5%	.	-4%	9%	118%	.	?
O=c1c2c(nc3n1CCCCC3)-c1ccccc1CC21CCCC1	i	i	6%	2%	0%	i	-1%	4%	5%	0%	3%
CCOC(=O)c1cnc(-n2nc(C)cc2C)nc1Nc1cccc(C(C)=O)c1	i	i	17%	-2%	0%	?	-1%	3%	-5%	1%	-2%
CC(C)(C)c1ccc(C(=O)/C=C2\NC(=O)CS2)cc1	i	i	-13%	?	-1%	?	0%	-6%	3%	5%	2.5µM*
CC(=O)C1=C(C)OC(N)=C(C#N)C1c1ccco1 (configuration not stated)	i	i	-2%	-6%	?	?	-26%	?	143%	-7%	0%
COc1ccc(OC)c(-c2cc(C(=O)Nc3cc(C)n(Cc4ccc(Cl)cc4)n3)no2)c1	i	i	7%	-7%	0%	i	1%	?	10%	20%	5%
Cc1ccc2c(c1)NC(=O)C(CC(=O)NCc1cccnc1)O2 (configuration not stated)	.	.	?	-9%	-3%	.	-1%	?	16%	.	-2%
CCCNC(=O)OC[C@@H]1O[C@H](CCO/N=C(\C)CCC(=O)OC[C@@H]2O[C@H](C#Cc3ccccc3)C=C[C@@H]2Oc2ccc(C)cc2)C=C[C@@H]1Oc1ccc(OC)cc1	.	.	6%[11.4 µM]	2%[11.5 µM]	-3%[11.5 µM]	.	0%[11.5 µM]	-12%[11.4 µM]	.	.	0%[11.4 µM]
O=C(Cn1c(=O)[nH]c2ccsc2c1=O)NC1CCCCC1	i	i	11%	13%	-1%	i	0%	-8%	9%	-1%	2%
CCCN1CCN(C(=O)c2cccc3c2C(=O)N(CCOC)C3)CC1	.	.	6%	23%	0%	.	0%	?	8%	.	0%
Cc1ccc(NC(=O)Cn2c(=O)n(CCCCC(=O)NCc3ccco3)c(=O)c3ccccc32)cc1	i	i	8%	-12%	-1%	?	-2%	11%	i	39%[activator]	2%
COc1ccc(OC)c(NC(=O)CN2CCC(C(=O)c3ccc(C)cc3)CC2)c1	?	i	18%	-2%	-2%	i	1%	5%	-11%	.	-2%
O=C(CCCSc1nc2ccccc2s1)NC1=NCCS1	i	i	-1%	3%	1%	?	-1%	-5%	-5%	8%	-12%
Cc1ccc(NC(=O)CN2C(=O)COc3ccc(C)cc32)nc1	i	i	9%	-6%	0%	i	3%	14%	-19%	.	0%
O=C(Nc1c(C(=O)NCc2ccco2)cnn1-c1ccccc1)c1cccc(F)c1	.	.	?	-24%	0%	.	-1%	-4%	0%	10%	0%
CC(C)N(CCO)C(=O)C(c1ccccc1)c1ccccc1	i	i	9%	-13%	2%	?	0%	10%	1%	-4%	-1%
COc1ccc(-n2c(Cc3cccn3C)nnc2SCC(=O)NC2CCCC2)cc1	.	.	3%	15%	3%	.	0%	2%	2%	.	-6%
O=C(c1ccc(NS(=O)(=O)c2cccc3cccnc23)cc1)N1CCOCC1	i	i	1%	-17%	1%	i	0%	-1%	-4%	3%	-1%
COC(=O)CN1C(=O)COc2ccc(Cl)cc21	.	.	25%	-5%	-4%	.	-3%	-7%	-14%	.	1%
CCOC(=O)c1ccc(NC(=O)C(CC)CC)cc1	.	.	26%	19%	0%	.	1%	5%	3%	4%	-6%

An excerpt from the list above, as a working copy:
SMILES	TexasRed autofl	Rhodamine fluor	HEK293 cAMP ctrl	ERK AVP block	Casp1 inh	Fluorescein fluor	Caspase-7 inhib	HADH2 inh	Tau fil binding	USP2a inhib	FLuc inh
COc1cccc(NC(=O)Nc2nnc(N3CCCCC3C)s2)c1 (configuration not stated)	.	.	-2%	0%	-5%	.	-4%	9%	118%	.	?
O=c1c2c(nc3n1CCCCC3)-c1ccccc1CC21CCCC1	i	i	6%	2%	0%	i	-1%	4%	5%	0%	3%

A portion of the library, so the mix of outcomes need not match the whole.
